Screening results: PubChem, The Scripps Research Institute Molecular Screening Center
M5 ag = CHRM5 agonism in calcium assay; P08912; CHO-K1 hM5 cells, Fluo-8 calcium fluorescence; 0% DMSO wells, 100% maximal acetylcholine response; activation, % at 3 µM; hit rate 0.19% among 360,000;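 active = activation above the run's mean over test compounds plus 3 SD, cut at about 23% in these data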;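 also: signal is peak over basal fluorescence ratio across the kinetic read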
Target sequence (P08912 whole entry, looked up): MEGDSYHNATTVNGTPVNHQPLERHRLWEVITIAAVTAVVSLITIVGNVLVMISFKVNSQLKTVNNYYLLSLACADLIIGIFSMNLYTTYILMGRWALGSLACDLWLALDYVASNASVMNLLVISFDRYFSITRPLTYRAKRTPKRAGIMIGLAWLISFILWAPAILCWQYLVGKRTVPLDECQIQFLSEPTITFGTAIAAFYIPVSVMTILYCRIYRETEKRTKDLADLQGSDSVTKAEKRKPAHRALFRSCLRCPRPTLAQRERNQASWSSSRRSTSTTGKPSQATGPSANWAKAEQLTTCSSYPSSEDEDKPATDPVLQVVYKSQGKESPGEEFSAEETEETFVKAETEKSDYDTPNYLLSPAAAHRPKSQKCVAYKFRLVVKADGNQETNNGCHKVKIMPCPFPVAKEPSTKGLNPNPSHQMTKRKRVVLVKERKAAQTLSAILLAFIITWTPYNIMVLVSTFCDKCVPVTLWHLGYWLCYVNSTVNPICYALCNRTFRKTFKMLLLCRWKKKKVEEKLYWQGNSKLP
CHO-K1 Ca antag = M1 antagonist counterscreen hit in parental CHO-K1 cells | ATP-induced calcium, Fluo-8 fluorescence | inhibition, % at 3 µM | hit rate 0.6% among 360,000;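 active = inhibition above a per-plate cutoff, the plate's mean sample inhibition plus 3 SD, cut at about 24% in these data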;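 also: 0% = DMSO plus EC80 ATP and 100% = DMSO alone without ATP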
CHRM5 antagonist = antagonists of human muscarinic M5 receptor (CHRM5); hit rate 0.59% among 360,000; CHO-hM5 cells, Fluo-8 calcium fluorescence, ACh EC80; inhibition, % at 3 µM; AID 624040;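 active = inhibition above a per-plate cutoff, the mean of that plate's test compounds plus 3 SD, cut at about 27% in these data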;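 also: 0% = acetylcholine EC80 with DMSO and 100% = DMSO without agonist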
M4 ag = agonists of human muscarinic M4 receptor (CHRM4). hit rate 0.14% among 360,000. AID 624127. activation, % at 3 µM. CHO-K1 hM4/Gqi5, Fluo-8 calcium fluorescence; vehicle 0%, full acetylcholine response 100%. P08173;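 active = activation above the run mean over all test wells plus 3 SD, cut at about 32% in these data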;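 also: peak over basal fluorescence ratio per well then scaled between controls; 0% = DMSO wells and 100% = acetylcholine at EC100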
Target sequence (P08173 whole entry, looked up): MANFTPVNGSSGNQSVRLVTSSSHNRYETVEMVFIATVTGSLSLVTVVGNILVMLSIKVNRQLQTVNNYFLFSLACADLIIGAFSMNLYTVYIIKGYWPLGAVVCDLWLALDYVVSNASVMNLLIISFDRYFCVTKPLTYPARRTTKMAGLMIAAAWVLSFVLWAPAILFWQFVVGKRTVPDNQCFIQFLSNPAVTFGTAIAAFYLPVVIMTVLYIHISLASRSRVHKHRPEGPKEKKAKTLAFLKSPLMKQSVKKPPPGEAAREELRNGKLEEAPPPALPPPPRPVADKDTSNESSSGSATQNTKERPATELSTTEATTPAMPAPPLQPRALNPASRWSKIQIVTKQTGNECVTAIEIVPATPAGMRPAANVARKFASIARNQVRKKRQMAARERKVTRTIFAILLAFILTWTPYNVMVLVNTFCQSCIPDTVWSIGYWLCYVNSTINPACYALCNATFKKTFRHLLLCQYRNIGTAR
CHRM5 PAM = positive allosteric modulators of human muscarinic M5 receptor; P08912; CHO-K1 hM5, Fluo-8 calcium, ACh EC20 PAM; 0% = ACh EC20, 100% = ACh EC100; activation, % at 3 µM; hit rate 0.3% among 360,000;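 active = activation above the run cutoff, the mean activation of all test compounds plus 3 SD, cut at about 18% in these data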
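Assay system: CHO-K1 hM5 cells. Also added: acetylcholine at EC20 concentration, added after compound. Dosing: 3 µM, single dose. Times: compound preincubation 140 s before EC20 acetylcholine addition. Signal: Fluo-8 calcium fluorescence. Measure: % activation relative to EC20 and EC100 ACh responses. Repeats: singlicate, one well per test compound.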
CHO-K1 Ca ag = M1 agonist counterscreen hit in parental CHO-K1 cells | Fluo-8 calcium fluorescence; scaled to maximal ATP response, vehicle zero | activation, % at 3 µM | hit rate 0.48% among 360,000 | AID 602248; in the data active = activation above about 15%;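 also: untransfected CHO-K1 host cells lacking M1 receptor as counterscreen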
CHRM4 antagonist = CHRM4 antagonism in calcium assay; P08173; CHO-hM4 cells, ACh EC80, Fluo-8 calcium fluorescence; inhibition, % at 3 µM; hit rate 0.73% among 360,000;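 active = inhibition above its plate's cutoff, the mean inhibition of sample wells plus 3 SD, cut at about 27% in these data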;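 also: 0% = acetylcholine EC80 with DMSO and 100% = DMSO without agonist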
M1 PAM parental = M1 PAM counterscreen hit in parental CHO-K1 cells. ATP EC20, Fluo-8 calcium fluorescence; 0% at ATP EC20, 100% at ATP max. activation, % at 3 µM. hit rate 0.02% among 360,000;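 active = activation above the run cutoff, the mean activation of all test compounds plus 3 SD, cut at about 40% in these data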;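 also: peak over basal fluorescence ratio in a 140 s read after ATP addition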
CHRM4 PAM = potentiates acetylcholine response at human M4 receptor. CHO-K1 hM4/Gqi5, Fluo-8 calcium fluorescence, ACh EC20; 0% = ACh EC20, 100% = maximal ACh. P08173. hit rate 0.4% among 360,000. AID 624126. activation, % at 3 µM;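 active = activation above its plate's cutoff, the mean activation of sample wells plus 3 SD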; also: some results filed as inactive read as strong as hits
Starred values were filed as active, the others as inactive.

Screening CC(=O)Nc1ccc(NC(=O)C(C)OC(=O)CCC2CCCC2)cc1 (centres undefined) returned M5 ag -3, CHO-K1 Ca antag 24*, CHRM5 antagonist -2, M4 ag 2, CHRM5 PAM -1, CHO-K1 Ca ag 0.0, CHRM4 antagonist -4, M1 PAM parental 18 and CHRM4 PAM 2.
Screening O=C(c1cccs1)N1CCCC1 returned M5 ag -7, CHO-K1 Ca antag -3, CHRM5 antagonist 5, M4 ag 1, CHRM5 PAM -1, CHO-K1 Ca ag 0.6, CHRM4 antagonist 7, M1 PAM parental 14 and CHRM4 PAM 3.
For CCn1nc(C)c(CNC(=O)CC2C(=O)NCCN2CC(C)C)c1C (centres undefined) the results were M5 ag 2, CHO-K1 Ca antag 6, CHRM5 antagonist -4, M4 ag 0, CHRM5 PAM 10, CHO-K1 Ca ag -0.2, CHRM4 antagonist -7, M1 PAM parental -2 and CHRM4 PAM 2.
Screening CC(C)Oc1ccc(C(=O)Nc2ncn[nH]2)cc1 returned M5 ag -3, CHO-K1 Ca antag -17, CHRM5 antagonist -9, M4 ag 2, CHRM5 PAM 4, CHO-K1 Ca ag 0.0, CHRM4 antagonist -11, M1 PAM parental 6 and CHRM4 PAM -1.
Screening C=CCn1c(SCC(=O)NC(=O)Cc2ccccc2)nc2ccccc2c1=O returned M5 ag 1, CHO-K1 Ca antag -21, CHRM5 antagonist 7, M4 ag 0, CHRM5 PAM -1, CHO-K1 Ca ag 2.8, CHRM4 antagonist 8, M1 PAM parental 20 and CHRM4 PAM 0.
Screening COc1ccc(OC)c(S(=O)(=O)N2CCCC(C(=O)NCc3ccncc3)C2)c1 (centres undefined) returned M5 ag -4, CHO-K1 Ca antag -18, CHRM5 antagonist 5, M4 ag 0, CHRM5 PAM -3, CHO-K1 Ca ag 0.3, CHRM4 antagonist -7, M1 PAM parental -4 and CHRM4 PAM -1.
CS(=O)(=O)NCCNc1ncc(C(F)(F)F)cc1Cl was read as M5 ag -6, CHO-K1 Ca antag -21, CHRM5 antagonist -11, M4 ag 1, CHRM5 PAM 6, CHO-K1 Ca ag -0.2, CHRM4 antagonist -8, M1 PAM parental 32 and CHRM4 PAM 1.
O=C1c2ccccc2C(=O)N1CC(O)COc1cccc2ccccc12 (centres undefined) was read as M5 ag 1, CHO-K1 Ca antag -1, CHRM5 antagonist 0, M4 ag 9, CHRM5 PAM -1, CHO-K1 Ca ag 2.8, CHRM4 antagonist -4, M1 PAM parental 15 and CHRM4 PAM 1.
COc1ccc(-c2nc(=S)[nH][nH]2)cc1 was read as M5 ag 1, CHO-K1 Ca antag -5, CHRM5 antagonist 0, M4 ag 0, CHRM5 PAM -1, CHO-K1 Ca ag -0.3, CHRM4 antagonist -1, M1 PAM parental 8 and CHRM4 PAM 10.
`Cc1ccc2nc3c(cc2c1)c(NC(=O)C1CCCO1)nn3CC(C)C` (centres undefined) gave M5 ag 1, CHO-K1 Ca antag 0, CHRM5 antagonist -4, M4 ag 0, CHRM5 PAM 9, CHO-K1 Ca ag 0.6, CHRM4 antagonist 5, M1 PAM parental 16 and CHRM4 PAM 14.
`Cn1nc(-c2ccc(NCCO)c([N+](=O)[O-])c2)c2ccccc2c1=O` gave M5 ag 0, CHO-K1 Ca antag 15, CHRM5 antagonist -4, M4 ag 1, CHRM5 PAM 7, CHO-K1 Ca ag -0.6, CHRM4 antagonist -2, M1 PAM parental -7 and CHRM4 PAM 1.
COc1ccc(S(=O)(=O)N2CCCC2C(=O)Nc2nc3c(s2)CCCC3)cc1 (centres undefined) was read as M5 ag -4, CHO-K1 Ca antag -4, CHRM5 antagonist -2, M4 ag 3, CHRM5 PAM 0, CHO-K1 Ca ag 2.1, CHRM4 antagonist -2, M1 PAM parental 12 and CHRM4 PAM 2.
Screening COc1cc(C(=O)OCn2nnc3ccccc3c2=O)cc(OC)c1OC returned M5 ag -3, CHO-K1 Ca antag 22, CHRM5 antagonist -6, M4 ag 3, CHRM5 PAM -5, CHO-K1 Ca ag 0.8, CHRM4 antagonist -9, M1 PAM parental -6 and CHRM4 PAM -2.
Screening Cc1cc(Br)cn2c(Cc3cccc(Cl)c3)c(-c3cccc(Cl)c3)nc12 returned M5 ag 1, CHO-K1 Ca antag -21, CHRM5 antagonist 5, M4 ag 0, CHRM5 PAM -6, CHO-K1 Ca ag 1.4, CHRM4 antagonist -5, M1 PAM parental 23 and CHRM4 PAM 9.
For CC(C)(CO)N=Cc1c(O)[nH]c2ccccc12 the results were M5 ag 1, CHO-K1 Ca antag -16, CHRM5 antagonist 2, M4 ag 0, CHRM5 PAM -2, CHO-K1 Ca ag 0.2, CHRM4 antagonist 2, M1 PAM parental 12 and CHRM4 PAM -1.
For O=C(CCCC(=O)OCC(=O)c1ccc(Cl)cc1)NC1CCCCC1 the results were M5 ag 2, CHO-K1 Ca antag -12, CHRM5 antagonist -12, M4 ag 15, CHRM5 PAM -9, CHO-K1 Ca ag 10, CHRM4 antagonist -21, M1 PAM parental 12 and CHRM4 PAM -3.
For CCN(c1ccccc1)S(=O)(=O)c1cc2c(cc1C)n(C)c(=O)c(=O)n2C the results were M5 ag 0, CHO-K1 Ca antag 8, CHRM5 antagonist 6, M4 ag 0, CHRM5 PAM -6, CHO-K1 Ca ag -0.8, CHRM4 antagonist 0, M1 PAM parental 0 and CHRM4 PAM -3.
For CCN1C(=O)C(=O)N(CC(=O)Nc2cc(C)ccc2C)C1=O the results were M5 ag 4, CHO-K1 Ca antag -13, CHRM5 antagonist -1, M4 ag 1, CHRM5 PAM 2, CHO-K1 Ca ag 0.5, CHRM4 antagonist 3, M1 PAM parental 2 and CHRM4 PAM -6.
`CCN(CC)S(=O)(=O)c1ccc(OCC(=O)NC2CCS(=O)(=O)C2)c([N+](=O)[O-])c1` (centres undefined) gave M5 ag -3, CHO-K1 Ca antag -14, CHRM5 antagonist -5, M4 ag 0, CHRM5 PAM -1, CHO-K1 Ca ag 0.4, CHRM4 antagonist 3, M1 PAM parental 21 and CHRM4 PAM -4.
COc1ccc(CCNC(=O)CSc2n[nH]c(N)n2)cc1 was read as M5 ag -2, CHO-K1 Ca antag -7, CHRM5 antagonist 15, M4 ag 1, CHRM5 PAM 1, CHO-K1 Ca ag 1.7, CHRM4 antagonist 6, M1 PAM parental 16 and CHRM4 PAM -2.

Grouped by structure, those above with a halogen.
CS(=O)(=O)NCCNc1ncc(C(F)(F)F)cc1Cl was read as M5 ag -6, CHO-K1 Ca antag -21, CHRM5 antagonist -11, M4 ag 1, CHRM5 PAM 6, CHO-K1 Ca ag -0.2, CHRM4 antagonist -8, M1 PAM parental 32 and CHRM4 PAM 1.
Screening Cc1cc(Br)cn2c(Cc3cccc(Cl)c3)c(-c3cccc(Cl)c3)nc12 returned M5 ag 1, CHO-K1 Ca antag -21, CHRM5 antagonist 5, M4 ag 0, CHRM5 PAM -6, CHO-K1 Ca ag 1.4, CHRM4 antagonist -5, M1 PAM parental 23 and CHRM4 PAM 9.
For O=C(CCCC(=O)OCC(=O)c1ccc(Cl)cc1)NC1CCCCC1 the results were M5 ag 2, CHO-K1 Ca antag -12, CHRM5 antagonist -12, M4 ag 15, CHRM5 PAM -9, CHO-K1 Ca ag 10, CHRM4 antagonist -21, M1 PAM parental 12 and CHRM4 PAM -3.

More records follow:
`COc1ccc(-c2cc(C(=O)NN)[nH]n2)cc1` gave M5 ag 2, CHO-K1 Ca antag 21, CHRM5 antagonist -2, M4 ag 0, CHRM5 PAM 0, CHO-K1 Ca ag -0.5, CHRM4 antagonist -5, M1 PAM parental -8 and CHRM4 PAM -6.
COc1ccc(N(C(=O)c2cccnc2)S(=O)(=O)c2ccc(Cl)cc2)cc1 was read as M5 ag -2, CHO-K1 Ca antag 4, CHRM5 antagonist 6, M4 ag 3, CHRM5 PAM -6, CHO-K1 Ca ag 0.1, CHRM4 antagonist -13, M1 PAM parental -4 and CHRM4 PAM -7.
For CC(Sc1ccc(Cl)cc1)C(=O)Nc1ccccc1C(=O)N1CCOCC1 (centres undefined) the results were M5 ag 0, CHO-K1 Ca antag -4, CHRM5 antagonist 3, M4 ag 2, CHRM5 PAM -1, CHO-K1 Ca ag 0.8, CHRM4 antagonist 0, M1 PAM parental 13 and CHRM4 PAM -2.
`CCN(C(=O)CSc1nnc(COc2ccccc2F)n1N)c1c(N)n(Cc2ccccc2)c(=O)[nH]c1=O` gave M5 ag 0, CHO-K1 Ca antag 1, CHRM5 antagonist 5, M4 ag 1, CHRM5 PAM 8, CHO-K1 Ca ag -0.2, CHRM4 antagonist -2, M1 PAM parental -9 and CHRM4 PAM 10.
For COC(=O)CSc1nnc(-c2ccc(OC)c(OC)c2)o1 the results were M5 ag -4, CHO-K1 Ca antag -4, CHRM5 antagonist -3, M4 ag 0, CHRM5 PAM -1, CHO-K1 Ca ag -0.2, CHRM4 antagonist -11, M1 PAM parental 26 and CHRM4 PAM 11.
`Cc1ccccc1C(=O)N[C@H](C(=O)OCC(=O)c1ccc[nH]1)C(C)C` gave M5 ag -1, CHO-K1 Ca antag -10, CHRM5 antagonist -8, M4 ag 1, CHRM5 PAM 5, CHO-K1 Ca ag 0.2, CHRM4 antagonist 0, M1 PAM parental 15 and CHRM4 PAM 1.
For CC(Sc1ncn[nH]1)C(=O)Nc1cc(C(F)(F)F)ccc1Cl (centres undefined) the results were M5 ag 3, CHO-K1 Ca antag 4, CHRM5 antagonist -2, M4 ag 2, CHRM5 PAM 2, CHO-K1 Ca ag 0.5, CHRM4 antagonist -6, M1 PAM parental 1 and CHRM4 PAM 7.
COc1cc(C(=O)NCc2nnc(SCC(=O)Nc3cccc(C)c3)o2)cc(OC)c1OC was read as M5 ag -4, CHO-K1 Ca antag -12, CHRM5 antagonist -7, M4 ag 1, CHRM5 PAM 0, CHO-K1 Ca ag -0.2, CHRM4 antagonist -8, M1 PAM parental 19 and CHRM4 PAM 13.
O=C(Nc1ccc(-c2ccccc2)cc1)c1ccccc1 was read as M5 ag -1, CHO-K1 Ca antag -14, CHRM5 antagonist -1, M4 ag 0, CHRM5 PAM 0, CHO-K1 Ca ag 1.5, CHRM4 antagonist -4, M1 PAM parental 18 and CHRM4 PAM -4.
For Cc1cccc(N2CCN(C(c3ccc(N(C)C)cc3)c3nnnn3C(C)(C)C)CC2)c1C (centres undefined) the results were M5 ag -2, CHO-K1 Ca antag 8, CHRM5 antagonist 7, M4 ag 1, CHRM5 PAM -6, CHO-K1 Ca ag -0.4, CHRM4 antagonist -4, M1 PAM parental -5 and CHRM4 PAM 1.
CCOCCOC(=O)COc1ccc2c(-c3ccccc3)cc(=O)oc2c1 was read as M5 ag -5, CHO-K1 Ca antag -5, CHRM5 antagonist 0, M4 ag 2, CHRM5 PAM -1, CHO-K1 Ca ag 1.9, CHRM4 antagonist -1, M1 PAM parental 35 and CHRM4 PAM 4.
Screening O=C(OCCOc1ccc(Br)cc1)c1cnccn1 returned M5 ag -3, CHO-K1 Ca antag -12, CHRM5 antagonist -5, M4 ag 1, CHRM5 PAM 0, CHO-K1 Ca ag 0.6, CHRM4 antagonist 8, M1 PAM parental 21 and CHRM4 PAM 8.
`NC(=O)c1sc2nc3c(c(-c4ccccc4)c2c1N)CCC3` gave M5 ag -2, CHO-K1 Ca antag -5, CHRM5 antagonist 7, M4 ag -1, CHRM5 PAM 2, CHO-K1 Ca ag 0.7, CHRM4 antagonist 0, M1 PAM parental 14 and CHRM4 PAM -1.
